Compound activity from PubChem.
CHRM5 agonist: agonists of human muscarinic M5 receptor (CHRM5). P08912. CHO-K1 hM5 cells, Fluo-8 calcium fluorescence; 0% DMSO wells, 100% maximal acetylcholine response. activation, % at 3 µM. actives 0.19% (n = 360,000). AID 624037;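 active = activation above the run's mean over test compounds plus 3 SD, cut at about 23% in these data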;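 also: signal is peak over basal fluorescence ratio across the kinetic read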
CRFBP-R2 agonist: CRF-BP/CRF-R2 complex agonism | AID 588473 | activation, % at 13.2 µM | HEK293 CRF-R2/CRF-BP, calcium dye fluorescence (FLIPR); percent of saturating CRF peptide response | actives 0.46% (n = 350,000);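 active = activation of at least 50%, plus an integration ratio under a set limit after plate pattern correction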;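 also: plate controls were neutral control wells without compound for no effect and CRF at EC100 for full effect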
TAAR1 agonist: agonists of human TAAR1; actives 0.99% (n = 360,000); activation, % at 3 µM; AID 624467; CHO RD-HGA16 TAAR1, Fluo-8 calcium fluorescence; vehicle wells 0%, saturating PEA agonist 100%; Q96RJ0;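 active = activation above the mean activation of all test compounds in the run plus 3 SD, cut at about 38% in these data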
Target sequence (Q96RJ0 whole entry, looked up): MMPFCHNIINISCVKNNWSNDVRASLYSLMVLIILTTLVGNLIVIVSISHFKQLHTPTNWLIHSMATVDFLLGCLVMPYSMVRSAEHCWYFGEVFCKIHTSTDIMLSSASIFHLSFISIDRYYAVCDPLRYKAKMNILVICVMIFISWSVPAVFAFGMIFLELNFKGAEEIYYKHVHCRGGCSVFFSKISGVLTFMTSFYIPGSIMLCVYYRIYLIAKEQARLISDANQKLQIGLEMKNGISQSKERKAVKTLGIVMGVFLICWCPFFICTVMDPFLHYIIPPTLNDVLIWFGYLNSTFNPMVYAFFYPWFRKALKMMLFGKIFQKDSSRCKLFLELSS
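Test system: RD-HGA16 (CHO) cells co-expressing Gα16 and hTAAR1; dosing: one-point dosing at 3 µM (nominal); timing: 17-24 h seeding, 75 min 37 °C dye, 30 min RT; signal: kinetic Fluo-8 calcium fluorescence; read-out basis: % activation relative to PEA EC100 response; controls: DMSO and PEA EC100; replicates: n 1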
M1 PAM parental: M1 PAM counterscreen hit in parental CHO-K1 cells; ATP EC20, Fluo-8 calcium fluorescence; 0% at ATP EC20, 100% at ATP max; actives 0.02% (n = 360,000); activation, % at 3 µM;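 active = activation above the run cutoff, the mean activation of all test compounds plus 3 SD, cut at about 40% in these data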;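 also: peak over basal fluorescence ratio in a 140 s read after ATP addition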
M5 antag: antagonists of human muscarinic M5 receptor (CHRM5); inhibition, % at 3 µM; CHO-hM5 cells, Fluo-8 calcium fluorescence, ACh EC80; P08912; actives 0.59% (n = 360,000);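 active = inhibition above a per-plate cutoff, the mean of that plate's test compounds plus 3 SD, cut at about 27% in these data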;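 also: 0% = acetylcholine EC80 with DMSO and 100% = DMSO without agonist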
CHRM5 PAM: CHRM5 positive allosteric modulation | CHO-K1 hM5, Fluo-8 calcium, ACh EC20 PAM; 0% = ACh EC20, 100% = ACh EC100 | activation, % at 3 µM | actives 0.3% (n = 360,000) | AID 624038;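 active = activation above the run cutoff, the mean activation of all test compounds plus 3 SD, cut at about 18% in these data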
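system = human M5 receptor in CHO-K1 cells | compound = one concentration, 3 µM final (nominal) | schedule = Post-acetylcholine fluorescence recording 140 s | signal = Fluo-8 calcium dye fluorescence, kinetic read | benchmarks = low control EC20 acetylcholine (0%), high control EC100 acetylcholine (100%) | repeats = singlicate, one well per test compound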
CHRM4 PAM: positive allosteric modulators of human muscarinic M4 receptor; actives 0.4% (n = 360,000); AID 624126; P08173; activation, % at 3 µM; CHO-K1 hM4/Gqi5, Fluo-8 calcium fluorescence, ACh EC20; 0% = ACh EC20, 100% = maximal ACh;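 active = activation above its plate's cutoff, the mean activation of sample wells plus 3 SD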; also: some results filed as inactive read as strong as hits
Target sequence (P08173 whole entry, looked up): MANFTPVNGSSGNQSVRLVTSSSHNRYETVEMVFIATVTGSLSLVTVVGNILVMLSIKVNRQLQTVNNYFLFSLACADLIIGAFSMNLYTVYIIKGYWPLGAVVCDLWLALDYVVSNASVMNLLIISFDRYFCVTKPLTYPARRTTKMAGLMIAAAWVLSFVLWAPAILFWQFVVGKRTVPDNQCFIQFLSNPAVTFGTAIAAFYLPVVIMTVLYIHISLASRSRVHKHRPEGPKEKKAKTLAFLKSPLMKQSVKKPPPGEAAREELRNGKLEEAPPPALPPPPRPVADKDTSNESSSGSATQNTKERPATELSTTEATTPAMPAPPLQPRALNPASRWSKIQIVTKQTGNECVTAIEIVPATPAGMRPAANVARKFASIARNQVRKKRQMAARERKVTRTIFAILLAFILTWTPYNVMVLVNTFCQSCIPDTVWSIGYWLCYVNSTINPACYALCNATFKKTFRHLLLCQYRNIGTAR
CRFR2-BP antag: antagonists of CRF-binding protein/CRF-R2 receptor complex. HEK293 CRF-R2/CRF-BP, CRF-induced calcium fluorescence. inhibition, % at 11.8 µM. actives 0.59% (n = 350,000). AID 588475;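 active = inhibition of the ligand-induced calcium signal above about 50% at the single tested concentration, limit read from the data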
TAAR1 antag: antagonists of human TAAR1; Q96RJ0; CHO RD-HGA16 TAAR1, Fluo-8 calcium fluorescence, antagonist; inhibition, % at 3 µM; actives 1.5% (n = 360,000); AID 624466;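 active = inhibition above a per-plate cutoff, the mean inhibition of test compounds on that plate plus 3 SD, cut at about 49% in these data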;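 also: 0% = DMSO plus EC80 beta-PEA response and 100% = DMSO alone without agonist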
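Test system: CHO RD-HGA16 cells bearing hTAAR1 | Reagent: β-PEA, EC80 | Compound dosing: 3 µM, single point | Schedule: Dye loading 75 min at 37 °C, then 30 min room temperature | Signal: Calcium fluorescence with Fluo-8 | Evaluation: Percent inhibition of PEA-evoked calcium signal, max/basal emission ratio | Control set: DMSO-only wells and EC80 β-PEA-stimulated wells | Repeats: Singlicate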
Active calls of the source: *. Not a hit list; overall some 4.2% were active at least once.

Results for C=CCn1cnc2c(oc3ccccc32)c1=O ?
CHRM5 agonist: -6.4; CRFBP-R2 agonist: 0.3; TAAR1 agonist: -0.7; M1 PAM parental: 2.8; M5 antag: -0.9; CHRM5 PAM: 3.5; CHRM4 PAM: 0.6; CRFR2-BP antag: -8.7; TAAR1 antag: 1.5

Results for CCOC(=O)c1sc2nc3c(SCCC(=O)O)cc(C(=O)c4cc(OC)ccc4O)cn3c(=O)c2c1C ?
CHRM5 agonist: 1.6; CRFBP-R2 agonist: -0.5; TAAR1 agonist: 2.2; M1 PAM parental: 16.6; M5 antag: -2.5; CHRM5 PAM: 12.3; CHRM4 PAM: 10.4; CRFR2-BP antag: 9.7; TAAR1 antag: 13.5

What do the screens show for `Cc1cc2oc(=O)cc(CSc3nnc(C)n3N)c2cc1C(C)C`?
CHRM5 agonist: -2.1; CRFBP-R2 agonist: -2.0; M1 PAM parental: 3.5; M5 antag: -0.3; CHRM5 PAM: 0.9; CHRM4 PAM: 18.3; CRFR2-BP antag: 8.5

Results for CCc1ccc(N(C(=O)c2csnn2)C(C(=O)NC(C)(C)CC)c2ccccn2)cc1 (stereo not drawn) ?
CHRM5 agonist: -0.5; CRFBP-R2 agonist: 0.5; TAAR1 agonist: -0.9; M1 PAM parental: 10.0; M5 antag: 1.6; CHRM5 PAM: 4.6; CHRM4 PAM: 6.1; CRFR2-BP antag: 1.4; TAAR1 antag: 8.5

What do the screens show for `Cc1cc(C)n(-c2nc(SCCN(C)C)c3c4c(sc3n2)CCCC4)n1`?
CHRM5 agonist: -1.1; CRFBP-R2 agonist: 0.6; TAAR1 agonist: 12.6; M1 PAM parental: 12.0; M5 antag: 0.5; CHRM5 PAM: -5.2; CHRM4 PAM: -0.7; CRFR2-BP antag: -22.6; TAAR1 antag: -0.2

Results for Brc1ccc(-c2csc(N/N=C/c3ccco3)n2)cc1 ?
CHRM5 agonist: 2.2; CRFBP-R2 agonist: 0.9; TAAR1 agonist: 1.7; M1 PAM parental: 6.4; M5 antag: 5.7; CHRM5 PAM: -0.3; CHRM4 PAM: 2.7; CRFR2-BP antag: -42.6; TAAR1 antag: 17.8

How did CCOC(=O)c1c(NC(=O)C(=O)N/N=C/c2ccc(O)c(OC)c2)sc2c1CCCCC2 do in these assays?
CHRM5 agonist: 15.8; CRFBP-R2 agonist: -1.6; TAAR1 agonist: 2.9; M1 PAM parental: 5.2; M5 antag: 4.0; CHRM5 PAM: 2.4; CHRM4 PAM: -19.5; CRFR2-BP antag: 54.7*; TAAR1 antag: 27.3

Results for COc1ccc(S(=O)(=O)Nc2cccc3c2O[C@@H](CN(C)Cc2ccc(C(=O)O)cc2)[C@@H](C)CN([C@H](C)CO)C3=O)cc1 ?
CHRM5 agonist: 4.3; CRFBP-R2 agonist: -0.3; TAAR1 agonist: 2.1; M1 PAM parental: 7.4; M5 antag: -0.3; CHRM5 PAM: -5.2; CHRM4 PAM: -3.0; CRFR2-BP antag: 4.4; TAAR1 antag: -0.4

What do the screens show for `COc1ccc2c(COC(=O)[C@H](C)NS(=O)(=O)c3ccccc3F)cc(=O)oc2c1`?
CHRM5 agonist: 2.2; CRFBP-R2 agonist: 0.8; TAAR1 agonist: 3.8; M1 PAM parental: 5.7; M5 antag: 10.4; CHRM5 PAM: -0.5; CHRM4 PAM: -4.1; CRFR2-BP antag: -12.7; TAAR1 antag: -7.4

What do the screens show for `CC(C)CC(NC(=O)C1CCC(=O)N1)C(=O)NC(CC(C)C)C(=O)N1CCCC1C(N)=O` (stereo not drawn)?
CHRM5 agonist: 4.7; CRFBP-R2 agonist: -0.3; TAAR1 agonist: 2.5; M1 PAM parental: 16.1; M5 antag: -1.7; CHRM5 PAM: 0.3; CHRM4 PAM: -4.4; CRFR2-BP antag: 5.3; TAAR1 antag: 8.5

How did COc1ccc(S(=O)(=O)N2CCCCCC2)cc1C(=O)Nc1cccc(C)n1 do in these assays?
CHRM5 agonist: -2.2; CRFBP-R2 agonist: -1.2; TAAR1 agonist: 3.2; M1 PAM parental: -11.6; M5 antag: -4.8; CHRM5 PAM: 1.0; CHRM4 PAM: 4.5; CRFR2-BP antag: 9.9; TAAR1 antag: 12.9

What do the screens show for `COc1cccc(C2C3=C(CC(C)(C)CC3=O)Nc3cc(OC)c(OC)cc32)c1` (stereo not drawn)?
CHRM5 agonist: -3.3; CRFBP-R2 agonist: -1.9; TAAR1 agonist: 1.0; M1 PAM parental: 6.3; M5 antag: 13.1; CHRM5 PAM: -7.2; CHRM4 PAM: -5.0; CRFR2-BP antag: 1.8; TAAR1 antag: -18.7

How did COc1cc(N)ccc1NC(=O)c1cc2ccccc2o1 do in these assays?
CHRM5 agonist: -0.1; CRFBP-R2 agonist: 0.4; TAAR1 agonist: -1.7; M1 PAM parental: 11.1; M5 antag: 4.8; CHRM5 PAM: -4.2; CHRM4 PAM: -4.1; CRFR2-BP antag: -8.9; TAAR1 antag: -4.6

How did CC(=O)N(c1cccc(Br)c1)c1nc(C)cc(C)c1C#N do in these assays?
CHRM5 agonist: -0.8; CRFBP-R2 agonist: -0.7; TAAR1 agonist: 5.4; M1 PAM parental: -11.2; M5 antag: 1.5; CHRM5 PAM: 4.5; CHRM4 PAM: -4.4; CRFR2-BP antag: -5.1; TAAR1 antag: -24.6

How did Cc1ccc(-c2cc(-c3ccccc3O)nc(N/N=C/c3cccnc3)n2)cc1 do in these assays?
CHRM5 agonist: 1.2; CRFBP-R2 agonist: -0.5; TAAR1 agonist: 7.7; M1 PAM parental: 14.7; M5 antag: 0.4; CHRM5 PAM: -2.9; CHRM4 PAM: 9.6; CRFR2-BP antag: 11.4; TAAR1 antag: 25.3

How did O=C(NCc1ccc2c(c1)OCO2)c1cc(-c2cc(Cl)ccc2O)n[nH]1 do in these assays?
CHRM5 agonist: 3.0; CRFBP-R2 agonist: -3.1; TAAR1 agonist: 8.8; M1 PAM parental: 20.4; M5 antag: 7.0; CHRM5 PAM: -4.5; CHRM4 PAM: -9.3; CRFR2-BP antag: -2.2; TAAR1 antag: 14.7

How did CCOc1ccccc1N1CCN(C(=O)NC(C)c2ccc(F)c(F)c2)CC1 (stereo not drawn) do in these assays?
CHRM5 agonist: 2.1; CRFBP-R2 agonist: -1.2; TAAR1 agonist: 4.7; M1 PAM parental: 5.5; M5 antag: 2.8; CHRM5 PAM: -2.2; CHRM4 PAM: 4.7; CRFR2-BP antag: 2.5; TAAR1 antag: -5.6

What do the screens show for `Cc1ccc(S(=O)(=O)N2CCC(C)CC2)c([N+](=O)[O-])c1`?
CHRM5 agonist: -9.1; CRFBP-R2 agonist: -2.9; TAAR1 agonist: 5.7; M1 PAM parental: -4.9; M5 antag: -4.7; CHRM5 PAM: 11.8; CHRM4 PAM: 6.8; CRFR2-BP antag: 5.7; TAAR1 antag: 0.4

What do the screens show for `NC(=O)c1nsc(C(=O)N(c2ccc3c(c2)OCO3)C(C(=O)NCC2CCCO2)c2ccc(F)cc2)c1N` (stereo not drawn)?
CHRM5 agonist: 0.9; CRFBP-R2 agonist: -0.7; TAAR1 agonist: 0.8; M1 PAM parental: 8.9; M5 antag: 22.2; CHRM5 PAM: 18.8*; CHRM4 PAM: 23.5*; CRFR2-BP antag: -11.0; TAAR1 antag: -2.6

How did O=C(OCC(=O)N(C1CCCCC1)C1CCCCC1)c1ccc(O)cc1 do in these assays?
CHRM5 agonist: -2.2; CRFBP-R2 agonist: -0.2; TAAR1 agonist: 0.5; M1 PAM parental: -21.6; M5 antag: 0.8; CHRM5 PAM: -2.1; CHRM4 PAM: 0.0; CRFR2-BP antag: -1.1; TAAR1 antag: -4.6

What do the screens show for `CCc1nc2ccc(C(=O)N3CCN(S(=O)(=O)CC)CC3)cn2c1N(CC)C(=O)NCCc1ccccc1`?
CHRM5 agonist: -0.4; TAAR1 agonist: 2.3; M1 PAM parental: 17.5; M5 antag: -4.3; CHRM5 PAM: 0.4; CHRM4 PAM: 0.4; TAAR1 antag: -6.7

How did CC(C)N1CCC(N2CCN(C3CCCC3)CC2CCO)CC1 (stereo not drawn) do in these assays?
CHRM5 agonist: -1.0; CRFBP-R2 agonist: 0.0; TAAR1 agonist: 1.8; M1 PAM parental: -0.3; M5 antag: 20.1; CHRM5 PAM: -17.3; CHRM4 PAM: -4.1; CRFR2-BP antag: 34.1; TAAR1 antag: -22.2

Results for COc1ccc(CCNC(=O)C23CCC(C)(C(=O)C2=O)C3(C)C)cc1OC (stereo not drawn) ?
CHRM5 agonist: -1.0; CRFBP-R2 agonist: 1.7; TAAR1 agonist: 1.5; M1 PAM parental: 10.2; M5 antag: 5.1; CHRM5 PAM: 1.2; CHRM4 PAM: -2.0; CRFR2-BP antag: 1.2; TAAR1 antag: -8.6

What do the screens show for `CCCNc1nc2ccccc2c(=O)[nH]1`?
CHRM5 agonist: 2.0; CRFBP-R2 agonist: 1.6; TAAR1 agonist: 2.0; M1 PAM parental: 16.7; M5 antag: -7.3; CHRM5 PAM: 2.6; CHRM4 PAM: 7.2; CRFR2-BP antag: 7.2; TAAR1 antag: -7.6

What do the screens show for `O=C(CN1CCC(n2nnc3cc(F)ccc32)CC1)NCc1ccco1`?
CHRM5 agonist: -5.8; CRFBP-R2 agonist: 1.0; TAAR1 agonist: 3.0; M1 PAM parental: -6.9; M5 antag: -12.5; CHRM5 PAM: 0.3; CHRM4 PAM: 1.9; CRFR2-BP antag: 4.9; TAAR1 antag: -0.6

How did Cc1ccc(O)c(C(CC(=O)N2CCCC2)c2ccccc2)c1 (stereo not drawn) do in these assays?
CHRM5 agonist: -7.1; CRFBP-R2 agonist: -1.1; M1 PAM parental: 21.7; M5 antag: -4.1; CHRM5 PAM: -3.4; CHRM4 PAM: 1.2; CRFR2-BP antag: -37.2

How did O=C(CSc1ccccc1F)NC1CCS(=O)(=O)C1 (stereo not drawn) do in these assays?
CHRM5 agonist: -1.7; CRFBP-R2 agonist: -1.3; TAAR1 agonist: 1.7; M1 PAM parental: 16.4; M5 antag: 0.6; CHRM5 PAM: -0.2; CHRM4 PAM: 2.6; CRFR2-BP antag: -5.8; TAAR1 antag: 9.2

How did CCOC(=O)CNC(=O)C(=O)c1c(O)[nH]c2ccccc12 do in these assays?
CHRM5 agonist: 0.2; CRFBP-R2 agonist: 0.0; TAAR1 agonist: 3.5; M1 PAM parental: 17.7; M5 antag: 2.8; CHRM5 PAM: 3.2; CHRM4 PAM: -0.1; CRFR2-BP antag: -3.7; TAAR1 antag: -7.1

What do the screens show for `COc1ccc(-c2ccnc3nc(/N=C/N(C)C)nn23)cc1`?
CRFBP-R2 agonist: 2.1; TAAR1 agonist: 6.4; CRFR2-BP antag: -8.3; TAAR1 antag: 23.9
